# High-throughput results as filed in PubChem.
# CHO-K1 Ca antag: counter-screen for M1 antagonists: effect in parental CHO-K1 cells | inhibition, % at 3 µM | ATP-induced calcium, Fluo-8 fluorescence | AID 602250 | 0.6% of 360,000 active;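 active means inhibition above a per-plate cutoff, the plate's mean sample inhibition plus 3 SD, cut at about 24% in these data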;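 further: 0% = DMSO plus EC80 ATP and 100% = DMSO alone without ATP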
# CHRM1 agonist: human M1 muscarinic receptor agonists, primary screen, Fluo-8 calcium fluorescence, CHO-K1 cells, HTS. CHO-K1 hM1, agonist mode; 0% DMSO, 100% acetylcholine EC100. 0.33% of 360,000 active. Muscarinic acetylcholine receptor M1 (Homo sapiens), P11229. activation, % at 3 µM;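 active means activation above the run's mean compound activation plus 3 SD, cut at about 16% in these data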;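 further: peak over basal fluorescence ratio within a 140 s kinetic read after compound addition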
# Target sequence (P11229 whole entry, looked up): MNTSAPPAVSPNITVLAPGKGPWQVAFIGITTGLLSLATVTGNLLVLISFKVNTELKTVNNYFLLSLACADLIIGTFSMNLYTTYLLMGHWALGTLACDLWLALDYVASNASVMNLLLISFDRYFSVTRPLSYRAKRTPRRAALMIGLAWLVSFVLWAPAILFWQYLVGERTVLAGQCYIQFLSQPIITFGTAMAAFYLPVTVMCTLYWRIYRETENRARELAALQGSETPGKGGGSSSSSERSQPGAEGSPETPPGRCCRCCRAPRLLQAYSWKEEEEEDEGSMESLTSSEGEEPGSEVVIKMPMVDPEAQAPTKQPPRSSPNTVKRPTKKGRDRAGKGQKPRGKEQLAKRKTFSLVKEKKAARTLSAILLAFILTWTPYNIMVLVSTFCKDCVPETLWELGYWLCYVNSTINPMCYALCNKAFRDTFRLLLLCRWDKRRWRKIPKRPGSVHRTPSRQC
# CHO-K1 Ca ag: counter-screen for M1 agonists: effect in parental CHO-K1 cells; Fluo-8 calcium fluorescence; scaled to maximal ATP response, vehicle zero; AID 602248, 2012; 0.48% of 360,000 active; activation, % at 3 µM; in the data active means activation above about 15%;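 further: untransfected CHO-K1 host cells lacking M1 receptor as counterscreen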
# CHRM1 antagonist: human M1 muscarinic receptor antagonists, primary screen, CHO-K1 cells, Fluo-8 calcium fluorescence, 1536-well; 1.3% of 360,000 active; inhibition, % at 3 µM; CHO-K1 hM1, ACh EC80 antagonist;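 active means percent inhibition above its own plate's cutoff, namely the mean of that plate's compound wells plus 3 SD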;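 further: peak over basal fluorescence ratio during 140 s after agonist addition; 0% = ACh EC80 plus DMSO and 100% = DMSO alone without agonist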
# TAAR1 agonist: human TAAR1 agonists, primary screen, Fluo-8 calcium fluorescence, CHO RD-HGA16 cells; 0.99% of 360,000 active; vehicle wells 0%, saturating PEA agonist 100%; Trace amine-associated receptor 1 (Homo sapiens), Q96RJ0; activation, % at 3 µM;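 active means activation above the mean activation of all test compounds in the run plus 3 SD, cut at about 38% in these data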
# Target sequence (Q96RJ0 whole entry, looked up): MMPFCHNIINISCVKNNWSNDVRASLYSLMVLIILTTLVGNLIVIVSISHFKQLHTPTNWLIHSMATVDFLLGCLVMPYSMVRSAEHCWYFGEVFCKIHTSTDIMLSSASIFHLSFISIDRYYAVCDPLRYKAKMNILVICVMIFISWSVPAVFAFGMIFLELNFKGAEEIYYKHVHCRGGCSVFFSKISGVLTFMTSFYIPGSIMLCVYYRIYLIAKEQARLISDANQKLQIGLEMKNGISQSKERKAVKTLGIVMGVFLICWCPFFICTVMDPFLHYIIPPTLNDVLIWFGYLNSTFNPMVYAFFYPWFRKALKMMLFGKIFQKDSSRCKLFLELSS
#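 System: CHO-derived RD-HGA16 cells with stable Gα16 and human TAAR1. Times: 17-24 h plating, Fluo-8 75 min 37 °C, 30 min RT. Measured by: calcium-sensitive Fluo-8 signal, excitation 470-495, emission 515-575 nm. Read-out basis: % activation relative to PEA EC100 response. Control set: DMSO and PEA EC100. Repeats: no replicates (n 1).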
# CHO parental Ca: ATP-evoked calcium signal inhibitors, parental CHO, primary screen, counter-screen for OX1R antagonist project, cell-based, fluorescence, Fluo-8 calcium dye. inhibition, % at 5.6 µM. parental CHO-K1, ATP-induced calcium, Fluo-8 fluorescence. 0.63% of 330,000 active;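 active means inhibition above that plate's mean sample inhibition plus 3 SD, cut at about 26% in these data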;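 further: 0% = ATP-challenged DMSO wells and 100% = DMSO wells without ATP; some compounds past the cut are filed as inactive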
#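 test system = CHO parental line | reagent = ATP stimulus | measured by = intracellular calcium via Fluo-8 no-wash fluorescent dye | control set = ATP and no-ATP DMSO wells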
# CHRM1 PAM: human M1 muscarinic receptor positive allosteric modulators, primary screen, CHO-K1 cells, Fluo-8 calcium fluorescence, 1536-well. AID 588819, 2011. activation, % at 3 µM. 0.088% of 360,000 active. CHO-K1 hM1, ACh EC20; 0% = ACh EC20, 100% = maximal ACh; in the data active means activation above about 19%, passing the limit was not always enough
# M1 PAM parental: nonselective calcium activators in parental CHO-K1 cells, primary screen, counter-screen for M1 PAM project, cell-based, Fluo-8 calcium fluorescence, full deck, 1536-well. ATP EC20; 0% at ATP EC20, 100% at ATP max. activation, % at 3 µM. 0.02% of 360,000 active;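 active means activation above the run cutoff, the mean activation of all test compounds plus 3 SD, cut at about 40% in these data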;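 further: peak over basal fluorescence ratio in a 140 s read after ATP addition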
# TAAR1 antag: human TAAR1 antagonists, primary screen, Fluo-8 calcium fluorescence, CHO RD-HGA16 cells | Trace amine-associated receptor 1 (Homo sapiens), Q96RJ0 | AID 624466, 2012 | inhibition, % at 3 µM | antagonist | 1.5% of 360,000 active;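 active means inhibition above a per-plate cutoff, the mean inhibition of test compounds on that plate plus 3 SD, cut at about 49% in these data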;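 further: 0% = DMSO plus EC80 beta-PEA response and 100% = DMSO alone without agonist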
#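 test system = CHO RD-HGA16 cells bearing hTAAR1 | replication = singlicate | controls = DMSO-only wells and EC80 β-PEA-stimulated wells | reagent = EC80 β-phenethylamine stimulus | read-out basis = percent inhibition of PEA-evoked calcium signal, max/basal emission ratio | schedule = seeding 17-24 h prior, 75-min 37 °C, 30-min RT dye loading | signal = kinetic Fluo-8 calcium fluorescence measurement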
# * marks the source's active call; other numbers are inactive results; nt = no result given.
SMILES,CHO-K1 Ca antag,CHRM1 agonist,CHO-K1 Ca ag,CHRM1 antagonist,TAAR1 agonist,CHO parental Ca,CHRM1 PAM,M1 PAM parental,TAAR1 antag
Nc1cccc2c(O)cc(S(=O)(=O)O)cc12,-1,3,0.7,-8,nt,nt,15,-15,nt
CCOC(=O)c1c(NC(=O)COC(=O)c2nc(Cl)ccc2Cl)sc(C(=O)N(C)C)c1C,-2,0,2.9,-13,12,-20,5,6,51*
CC(C)(C)OC(=O)NCCCCc1cn(CC(=O)N2CCN(C(=O)OC(C)(C)C)CC2)nn1,-5,-3,0.3,-3,14,-18,1,9,9
CC(C(=O)Nc1ccc2c(c1)OCCO2)N(c1ccccc1)S(C)(=O)=O (stereo not given),-1,-3,1.0,-7,-2,-4,-3,5,-16
CC(C)CN1CCC(=O)N(CCSc2ccccc2)CC1,10,34*,-0.2,5,8,-17,0,-20,1
CCCCn1c(SCC(=O)NCc2ccco2)nc2ccc(N3CCOCC3)cc2c1=O,-5,-7,0.5,-8,1,-7,3,7,13
COc1ccc(NC(=S)NC(=O)c2cc3ccccc3o2)c(OC)c1,-3,-1,0.1,-6,6,nt,4,-6,-27
COc1cc(CN2CCC(C(=O)N3CCC(C)CC3)CC2)cc(Br)c1O,-6,-5,0.2,-2,6,-3,5,16,-10
Cc1ccsc1C(=O)N1CCC1(C)C(=O)NCc1cccc2ccccc12 (stereo not given),-7,1,0.1,-10,1,nt,0,-5,-4
O=C(NCC1CCCCC1)c1cccc(S(=O)(=O)N2CCCC2)c1,-19,-7,0.7,-8,8,-9,2,7,-19
CCn1cc(-c2cc(C(=O)O)on2)c(C)n1,-1,-6,4.2,-5,0,-4,8,10,5
Cc1cc(N2C(=O)C(=O)/C(=C(/O)c3ccc(F)cc3)C2c2ccc(Cl)cc2)no1 (stereo not given),-14,-1,0.3,-17,0,-3,11,18,-14
C=CCNC(=O)CNS(=O)(=O)c1ccc(F)cc1,-20,-6,0.8,11,11,-1,-4,8,-9
Cn1c(Cc2ccccc2)nnc1SCC(=O)Nc1cccc(S(=O)(=O)NC2=NCCCCC2)c1,16,-9,4.5,18,1,-5,-7,6,-26
O=C(COC(=O)c1n[nH]c2ccccc12)NC(=O)NC1CCCC1,6,-4,1.1,-1,11,-16,5,-5,3
COC(=O)c1cnc(N2CCCN(S(=O)(=O)c3ccccc3)CC2)nc1C(F)(F)F,-8,-1,3.9,-18,6,-21,8,21,-23
CCSc1c([N+](=O)[O-])c(=O)n(-c2ccccc2)c2ccccc12,-1,-7,-0.5,10,0,-1,-5,6,-10
O=C(COc1ccc(Cl)cc1Cl)Nc1ccccc1NS(=O)(=O)c1cccs1,1,-4,0.0,0,6,19,0,-4,0
CN(CC(=O)OCC(=O)NC(=O)c1cccn1C)S(=O)(=O)c1ccc(Cl)cc1,1,-3,2.1,8,2,4,-6,-8,1
COc1cccc(/C=N/Nc2nnc3c(n2)[nH]c2ccccc23)c1OC,-18,-2,4.2,0,12,-13,-9,20,61*
O=C(CCC(=O)OCC(=O)c1cccc([N+](=O)[O-])c1)NC1CCCCC1,-2,-1,3.7,-11,0,-10,5,5,-14
COc1ccc(OC)c(/C=N/NC(=O)C(=O)N/N=C/c2cc(OC)ccc2OC)c1,-9,-4,0.3,-6,3,-13,0,18,-2
N#CCCC(CCC#N)(CCC#N)c1cc[n+](CCc2ccccn2)cc1,-7,-6,1.5,0,10,-10,3,3,2
CCCC1=NN(c2ccc([N+](=O)[O-])cc2)C(=O)/C1=C/N(C)C,11,-4,0.2,7,0,-2,-1,-3,5
O=C1NC(=S)SC1=Cc1ccc2c(c1)OCO2,-2,1,0.5,-7,2,nt,4,2,-10
COc1cc(/C=C(\C#N)C(=O)NC2CCCCC2)ccc1OCc1ccc(C(=O)O)cc1,-3,-1,1.6,-7,10,-12,17,16,10
Cc1cccc(NC(=S)NCCc2ccc(S(N)(=O)=O)cc2)c1C,-1,-11,1.6,-6,0,-9,10,10,16
COc1ccc(C(C)=O)cc1COC(=O)Cc1n[nH]c(=O)c2ccccc12,22,-2,1.3,17,6,-6,1,1,17
CCOC(=O)Cc1csc(NC(=O)c2ccc(S(=O)(=O)N3CCCC3)cc2)n1,-9,-3,5.4,-14,4,2,0,-16,8
C=CCc1cc(C(=O)N2CCCCC2)ccc1O,-1,-3,0.5,-6,12,0,10,21,2
COc1ccc(N(Cc2cc(=O)[nH]c3ccccc23)C(C)=O)cc1,-13,-6,-0.6,-10,10,-6,2,13,-4
C=CCNC(=O)c1ccccc1NC(=O)C1COc2ccccc2O1 (stereo not given),-15,-8,2.1,-2,7,-7,3,15,18
Cc1ccc(C(=O)N2CCN(S(=O)(=O)c3ccc(C)c([N+](=O)[O-])c3)C2)cc1,1,-10,9.3,3,-1,-16,-4,19,-19
Cc1ccc(Nc2nc(-c3c(C)n(C)n(-c4ccccc4)c3=O)c(C)s2)cc1,0,-4,-0.8,-15,0,-25,10,8,-16
Cc1ccc(C(C)C)c(OCC(=O)OCc2c(C)noc2C)c1,1,-5,-0.3,1,14,-24,0,1,1
Cc1ccc2c(c1)c1cccc3c1n2CCN3CCC(N)=O,-8,-5,0.1,-7,nt,-14,4,16,nt
COc1cc(NCCCNC(C)C)c2nccc(C)c2c1,-12,-4,0.0,-11,0,nt,6,16,-7
C/C(=N\NC(=O)c1cc(Cl)ccc1O)c1ccc(Br)s1,6,-3,12,3,6,0,8,21,-8
C=C(C)Cn1c2ccc(NC(=O)NCCc3cccs3)cc2c(=O)n1C,4,-6,0.2,0,35,nt,-2,-2,2
CC(C)n1c(SCC(=O)Nc2ccccc2N2CCOCC2)nc2c1c(=O)n(C)c(=O)n2C,-9,-3,1.1,-5,9,-20,7,16,-1
CCCCCCCCn1c2c(c(=N)c3ccccc31)CCC2,31*,-6,7.8,47*,8,nt,-27,-7,13
O=C1NC2(CCCCCCC2)C(=O)N1Cc1ccc(F)cc1,-14,-6,2.6,-14,0,-18,7,21,8
CCOc1ccc(N(CC(=O)NCCSCc2ccco2)S(=O)(=O)c2ccc(F)cc2)cc1,8,-5,-0.8,0,-1,-20,-1,4,-7
COC(=O)c1ccc(C2c3c(oc4ccc(Cl)cc4c3=O)C(=O)N2CCN2CCOCC2)cc1 (stereo not given),-18,8,2.0,-17,-1,1,15,16,2
O=C(C[C@H]1C[C@@H]2c3cc(NC(=O)Nc4ccccc4)ccc3O[C@@H]2[C@@H](CO)O1)NCC1CC1,-10,-6,0.4,-16,1,nt,5,12,-13
COc1ccccc1OCC(=O)Nc1ccc(O)cc1C(=O)O,-6,-2,-0.5,-5,6,-4,5,10,-1
O=C(/C=C/c1ccc(S(=O)(=O)N2CCOCC2)cc1)N1CCCCC1,0,-3,0.2,-16,1,nt,13,-9,0
O=C(NCc1n[nH]c(=S)n1-c1ccc([N+](=O)[O-])cc1)c1ccc(S(=O)(=O)N2CCOCC2)cc1,-15,-1,1.4,-9,2,2,15,18,10
O=C(CC(C(=O)O)c1ccc(Cl)cc1)c1ccc(Cl)c(Cl)c1 (stereo not given),-8,-4,-1.0,-16,1,-9,4,-3,-8
Cn1cc(C(c2ccccn2)c2cn(C)c3ccccc23)c2ccccc21,-6,8,2.2,-21,41*,-32,14,30,-11
O=C(N/N=C/c1ccco1)c1ccc(C(=O)N/N=C/c2ccco2)o1,-4,-2,0.4,-4,6,-15,7,13,-2
CNC(C)C#Cc1c(-c2cc(OC)c(OC)c(OC)c2)noc1C (stereo not given),-13,-6,-0.1,-4,6,-24,0,2,2
CN(C)C1=NCCN1CCCC1CCCC1,5,-13,-0.5,7,6,-8,-12,-22,3
CCCn1c(SCC(=O)NC(C)(C)C)nnc1C(C)C,-5,-2,0.9,-11,0,1,4,19,9
Cc1cccc(NCc2ccccc2O)c1C,-9,-6,1.0,-12,8,-6,6,19,0
CC1CCN(c2ccccc2NC(=O)c2cc3ccccc3o2)CC1,-10,-2,0.1,-20,2,-42,14,10,-61
N#CCN(C(=O)COC(=O)CCCNC(=O)c1ccc(Cl)cc1)c1ccccc1,-6,-2,3.0,21,1,-22,-9,-14,-1
COCCNC(=O)C(c1ccncc1)N(Cc1ccccc1)C(=O)Cn1nnc2ccccc21 (stereo not given),2,-4,0.3,-4,6,-4,2,4,-1
O=C1c2cccc3cccc(c23)C(=O)N1CCN1CCN(CC(O)COc2ccc3ccccc3c2)CC1 (stereo not given),11,-8,2.1,11,16,-22,-10,-7,41
O=C(CSc1nnc2scc(-c3ccc(Cl)cc3)n12)NCc1ccco1,-10,-1,0.2,-17,12,-17,14,3,-17
# Carrying on:
SMILES,CHO-K1 Ca antag,CHRM1 agonist,CHO-K1 Ca ag,CHRM1 antagonist,TAAR1 agonist,CHO parental Ca,CHRM1 PAM,M1 PAM parental,TAAR1 antag
CCOc1cc(N2CCOCC2)c(OCC)cc1NC(=O)CCS(=O)(=O)c1ccc(Cl)cc1,-15,-4,0.4,-11,0,-20,5,13,-19
CCC(=O)NCc1c(C)c(C)n(Cc2ccccc2)c1-n1cccc1,-19,-1,0.3,-5,9,-15,5,17,1
CCCCN1CCNC[C@@H]1c1ccccc1,-6,-4,0.2,-3,9,-4,4,23,-14
Fc1cccc(NC(=S)Nc2cccnc2)c1,-8,-2,1.2,6,2,9,2,12,14
CCOC(=O)c1nc(C)nc(Sc2n[nH]c(-c3ccccc3)n2)c1C,-7,-3,1.8,-7,6,-27,11,15,-15
CCOc1cccc(C(=O)NC2CCCCC2)c1,-9,-7,0.3,-2,8,4,5,29,-7
O=C(CSc1ccc2c(c1)OCCO2)NC(=O)NC1CCCC1,8,-4,0.0,17,1,-5,-8,-4,-15
Cc1cccc(NC(=S)N2CCN(c3ccccc3)CC2)c1,-6,-3,3.1,1,2,-5,-1,18,-1

# Shown bar-delimited: 4 of the compounds above
SMILES | CHO-K1 Ca antag | CHRM1 agonist | CHO-K1 Ca ag | CHRM1 antagonist | TAAR1 agonist | CHO parental Ca | CHRM1 PAM | M1 PAM parental | TAAR1 antag
CCOc1cc(N2CCOCC2)c(OCC)cc1NC(=O)CCS(=O)(=O)c1ccc(Cl)cc1 | -15 | -4 | 0.4 | -11 | 0 | -20 | 5 | 13 | -19
Cc1cccc(NC(=S)N2CCN(c3ccccc3)CC2)c1 | -6 | -3 | 3.1 | 1 | 2 | -5 | -1 | 18 | -1
Fc1cccc(NC(=S)Nc2cccnc2)c1 | -8 | -2 | 1.2 | 6 | 2 | 9 | 2 | 12 | 14
CCOc1cccc(C(=O)NC2CCCCC2)c1 | -9 | -7 | 0.3 | -2 | 8 | 4 | 5 | 29 | -7

# Hits appear at their usual frequency; about 4.4% have a hit in one of these screens.
